# Screens: PubChem BioAssay, National Center for Advancing Translational Sciences (NCATS)
# Tau FP inhib: inhibitors of human tau fibril formation. P10636. K18 P301L tau heparin fibrillization, Alexa594 FP, 6 h. Potency, µM (series often up to 57.7 µM), without a hit: top-dose activity, negative = inhibition, actives largely listed as inhibitors. 280,000 compounds, 0.39% hits; note: nearly all actives have a fitted effect of over 55% in size
# Target sequence (P10636 561-689 P618L limits assumed): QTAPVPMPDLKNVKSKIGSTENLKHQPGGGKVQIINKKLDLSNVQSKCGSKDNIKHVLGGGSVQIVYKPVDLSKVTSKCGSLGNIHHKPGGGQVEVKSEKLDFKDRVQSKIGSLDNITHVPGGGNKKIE
#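 Read-out: fluorescence polarization of Alexa 594-labeled tau (0.24 uM), 555 nm excitation, 632 nm emission. Mixtures held 15 uM unlabeled K18 P301L, compound and 20 uM heparin, pH 7 acetate buffer, incubated 6 hr at 37 C.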
# TR SRC2 fluor cs: counter-screen for TRb-SRC2 inhibitors: fluorescence interference | TRb/SRC2 Texas Red total fluorescence interference | Potency, µM (highest dose often 106 µM), for inactives: at the top dose fluorescence change, negative = quenching | 280,000 compounds, 0.29% hits | AID 1479; active = well fitted curve in either direction with a large enough effect; inconclusive = small, poorly fitted or top-dose-only effect
#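 Flags fluorescent or light-absorbing compounds by total fluorescence, S + 2P, at 555 nm excitation and 632 nm emission. Mixture: 20 nM Texas Red SRC2 peptide, 0.6 uM human TRb LBD, 1 uM T3, 5% DMSO; compound exposure 5 h at ambient temperature.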
# Tau fibril ThT: blocks human tau fibril formation measured by thioflavin T | P10636 | recombinant tau K18 P301L, heparin-induced fibrillization, ThT fluorescence | Potency, µM (doses to about 57.4 µM), without a hit: top-dose activity, negative = inhibition, actives largely listed as inhibitors | 270,000 compounds, 2.1% hits; note: nearly all actives have a fitted effect of over 55% in size
#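 Recombinant human tau K18 fragment […] carrying P301L, 15 uM unlabeled plus 0.24 uM Alexa 594-labeled, was fibrillized with 20 uM heparin in 100 mM sodium acetate pH 7 for 6 hr at 37 C; 30 uM ThT fluorescence read after 1 hr.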
# ALDH1A1 block: blocks purified human ALDH1A1 activity | P00352 | Purified ALDH1A1, NADH fluorescence, propionaldehyde substrate | Potency, µM (titrated, usually from 75.3 µM), for inactives: at the highest dose activity, negative = inhibition, hits mostly inhibitors | 220,000 compounds, 7.3% hits | AID 1030; active = well fitted inhibition curve with a large enough effect, not every such curve was filed as active; inconclusive = small, poorly fitted or top-dose-only effect, or another doubt; inactive = no such curve, though single readings can be large or run the other way;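 note: plate controls were no enzyme wells and a reference inhibitor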
# L3MBTL1 inh: blocks human L3MBTL1. 230,000 compounds, 0.66% hits. Potency, µM (top dose mostly 57.1 µM), for the others: top-dose activity, negative = inhibition, actives largely listed as inhibitors. Q9Y468. AlphaScreen L3MBTL1–H3K9me1 peptide binding; note: nearly all actives have a fitted effect of over 60% in size
#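 Displacement of a biotinylated histone H3(1-15) peptide monomethylated at Lys9 (75 nM) from L3MBTL1 (50 nM) was measured by AlphaScreen after a 30 min room-temperature compound incubation; cefsulodin titration served as intraplate control.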
# Tau fluor cs: counter-screen for tau fibril formation inhibitors. 280,000 compounds, 0.93% hits. tau K18 P301L (four-repeat tau fragment) Alexa594 fluorescence, heparin fibrillization. Potency, µM (titrated, usually from 57.7 µM), for the others: top-dose activity change, negative = decrease; note: nearly all actives have a fitted effect of over 55% in size
#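 Human K18 P301L tau (15 uM unlabeled plus 0.24 uM Alexa 594-labeled, final) in 100 mM sodium acetate pH 7 was mixed with compound and 20 uM heparin and incubated 6 hr at 37 C.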
# TRb-SRC2 inh: inhibitors of human thyroid hormone receptor beta-SRC2 interaction. P10828. TRbeta-SRC2 peptide binding, fluorescence polarization; receptor liganded with 1 µM T3. Potency, µM (doses to about 106 µM), for inactives: at the top dose activity change, negative = inhibition, hits mostly inhibitors. 280,000 compounds, 0.065% hits;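 note: plate controls were bound peptide for no effect and peptide without receptor for full effect; nearly all actives have a fitted effect of over 50% in size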
# Target sequence (P10828 whole entry, looked up): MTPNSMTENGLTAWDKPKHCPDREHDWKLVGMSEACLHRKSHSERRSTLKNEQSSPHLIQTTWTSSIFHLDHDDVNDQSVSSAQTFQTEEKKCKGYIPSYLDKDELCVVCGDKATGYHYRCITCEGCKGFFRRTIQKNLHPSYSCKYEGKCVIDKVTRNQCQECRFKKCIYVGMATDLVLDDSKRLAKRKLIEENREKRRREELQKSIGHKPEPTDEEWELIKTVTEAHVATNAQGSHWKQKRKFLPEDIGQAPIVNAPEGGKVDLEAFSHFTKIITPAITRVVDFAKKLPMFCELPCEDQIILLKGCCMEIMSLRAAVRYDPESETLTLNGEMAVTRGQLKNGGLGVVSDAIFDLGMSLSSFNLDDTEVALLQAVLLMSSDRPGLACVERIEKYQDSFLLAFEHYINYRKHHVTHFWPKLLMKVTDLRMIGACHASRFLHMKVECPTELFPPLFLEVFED
#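 Human TRb LBD (0.6 uM) plus Texas Red-labeled SRC2 peptide (20 nM), 1uM T3, 5% DMSO, 5 hr at ambient temperature. Decreased polarization (555/632 nm) flags inhibition; data normalized to free and bound peptide controls.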
# aGal spleen mod: inhibits or activates alpha-galactosidase in human spleen homogenate; 240,000 compounds, 0.008% hits; human spleen homogenate, 4MU-alpha-Gal fluorescence, 40 min; AID 2107; Potency, µM (series often up to 80 µM), for inactives: top-dose activity change, negative = inhibition, most hits filed as inhibitors;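 note: 0% = enzyme with vehicle and -100% = no enzyme basal signal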
# Target sequence (P06280 32-429 limits assumed): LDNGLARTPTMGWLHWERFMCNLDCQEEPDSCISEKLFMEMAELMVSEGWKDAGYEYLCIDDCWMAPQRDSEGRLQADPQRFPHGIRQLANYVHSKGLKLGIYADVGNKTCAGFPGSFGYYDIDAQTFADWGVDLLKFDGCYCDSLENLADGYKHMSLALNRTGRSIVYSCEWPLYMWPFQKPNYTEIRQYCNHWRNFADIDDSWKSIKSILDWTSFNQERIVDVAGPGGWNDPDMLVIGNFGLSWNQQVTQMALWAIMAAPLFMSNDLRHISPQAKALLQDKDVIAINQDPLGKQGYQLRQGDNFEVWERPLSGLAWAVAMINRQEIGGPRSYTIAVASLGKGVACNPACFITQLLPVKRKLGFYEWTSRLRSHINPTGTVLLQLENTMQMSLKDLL
#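 qHTS titration in buffer at pH 5.0. Alpha-galactosidase activity in spleen homogenate was measured via 4-methylumbelliferone release from 1 mM fluorogenic substrate after 40 min at 37C and a pH 10 stop. AC50 came from Hill fits of control-normalized data.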
# * = called active by the depositor; u = inconclusive; x = not tested or not shown; [ ] = another dose, or the depositor's remark. Unless noted, calls come from the whole dose curve; as a rule, active = well fitted curve in the direction sought with a large enough effect; inconclusive = small, poorly fitted or top-dose-only effect, or another doubt; inactive = no such curve, though single readings can be large; an effect the other way counts as inactive or inconclusive. Unless noted, % is set by controls: 0 for no effect and ±100 for the full control effect; potency is the fitted concentration of half-maximal effect. Compounds as they come; 8.5% or so of the library scored in one or more.
SMILES,Tau FP inhib,TR SRC2 fluor cs,Tau fibril ThT,ALDH1A1 block,L3MBTL1 inh,Tau fluor cs,TRb-SRC2 inh,aGal spleen mod
CC(=O)N(OCc1ccc(OC(C)C)c(Cl)c1)C(C)=O,-2%,0%,-6%,x,10%,-7%,-7%,-1%
CC1=C(C(=O)N2CCOCC2)C(c2cc(C)cs2)NC(=O)N1 (stereo unspecified),4%,28µM*[fluorescent],-15%,u,-15%[11.4 µM],-4%,20µM*,-9%
CCC(CC)NC(=O)CC(c1ccccc1)c1ccccc1,1%,-1%,0%,5%,12%,-1%,1%,1%
CCOC(=O)/C(N=Nc1ccc2c(c1)OCO2)=C(\C)O,3%,-3%,u,-5%,x,-8%,5%,-2%
CCOC(=O)CSC1=C(C#N)C(c2ccccc2Cl)C(C(=O)OC)C(=O)N1 (stereo unspecified),1%,-1%,-5%,1%,1%,-2%,10%,-2%
O=c1c2ccccc2nnn1-c1ccc(Br)cc1,4%,0%,x,x,x,2%,4%,2%
COC(=O)NNC(=O)C(C)Oc1ccc(Cl)cc1Cl (stereo unspecified),-2%,0%,-2%,14%,x,-9%,-2%,9%
COc1ccccc1/C=C/c1nc(C#N)c(NCc2ccccc2)o1,-3%,-3%,2%,x,x,u,-4%,x
COc1cccc(CNC(=O)CN2C(=O)N(c3cccc(Cl)c3)S(=O)(=O)c3ccccc32)c1OC,-13%,-4%,-3%,x,x,-18%,-2%,x
Cc1cc(C)cc(NC(=S)NC2CC3CCCC(C2)N3C2CCCC2)c1 (stereo unspecified),-1%,1%,-15%,0%,-7%,-27%,-3%,0%
CSC(=NS(=O)(=O)c1ccc(C)cc1)SC,-7%,-1%,-12%,5%,6%,-7%,3%,-1%
c1ccc(-c2nc(N3CCCCCC3)c3ccccc3n2)nc1,-7%,1%,-8%,7%,u,-14%,1%,1%
Cn1c(=O)c(Sc2ccc(Cl)cc2)c(O)c2ccccc21,-9%,-3%,-8%,-9%,14%,-4%,2%,1%
CCOC(=O)c1sc2nc[nH]c(=O)c2c1C,-7%,0%,-7%,-6%,x,-5%,2%,-6%
COc1ccc(OCC(=O)Nc2cc(-c3nn4c(C)nnc4s3)ccc2C)cc1,1%,-3%,-6%,-2%,3%,-1%,1%,2%
Oc1ccc(C[C@H]2CNC(=S)N2CCc2cc(C(F)(F)F)cc(C(F)(F)F)c2)cc1,-9%,0%,-7%,-3%,-1%,-28%,1%,-3%
O=C(C1CCN(c2ncnc3c2nc2n3CCCCC2)CC1)N1CCN(c2cccc(Cl)c2)CC1,5%,-14%,-17%,x,x,0%,-1%,x
CCCCc1n[nH]c2c1C(=O)CC(C)(C)C2,-3%,-2%,-10%,u,3%,-6%,9%,5%
CC1(C)C2CCC1(CS(=O)(=O)NCc1ccc(C(=O)O)cc1)C(=O)C2 (stereo unspecified),6%,2%,2%,3%,11%,1%,1%,-14%
C=CCn1c(=S)sc2c(=O)[nH]c(C)nc21,-9%,-3%,-2%,-7%,-1%,-4%,-7%,2%
Cc1ccc(NC(=O)N2CCN(S(=O)(=O)c3ccccc3)CC2)cc1,-8%,1%,-2%,1%,3%,-8%,-5%,0%
COCCn1c(=S)[nH]c2cc(C(=O)N3CCN(Cc4ccc5c(c4)OCO5)CC3)ccc2c1=O,5%,2%,-12%,u,8%,-15%,1%,7%
Fc1ccc(-c2nc3c4c(-c5ccccc5)c(-c5ccccc5)oc4ncn3n2)cc1,1%,-5%,-7%,x,x,-9%,7%,x
COc1ccc(CCNC(=O)N2CCOCC2)cc1,3%,-2%,1%,11%,-2%,3%,9%,-1%
COC(=O)CN1C(=O)C(O)=C(C(C)=O)C1c1ccc([N+](=O)[O-])cc1 (stereo unspecified),-14%,0%,-6%,3%,x,-1%,-8%,0%

# Full records from above:
# COC(=O)CN1C(=O)C(O)=C(C(C)=O)C1c1ccc([N+](=O)[O-])cc1 (stereo unspecified) is listed with Tau FP inhib: -14%; TR SRC2 fluor cs: 0%; Tau fibril ThT: -6%; ALDH1A1 block: 3%; L3MBTL1 inh: x; Tau fluor cs: -1%; TRb-SRC2 inh: -8%; aGal spleen mod: 0%
# COc1cccc(CNC(=O)CN2C(=O)N(c3cccc(Cl)c3)S(=O)(=O)c3ccccc32)c1OC is listed with Tau FP inhib: -13%; TR SRC2 fluor cs: -4%; Tau fibril ThT: -3%; ALDH1A1 block: x; L3MBTL1 inh: x; Tau fluor cs: -18%; TRb-SRC2 inh: -2%; aGal spleen mod: x

# Carrying on:
SMILES,Tau FP inhib,TR SRC2 fluor cs,Tau fibril ThT,ALDH1A1 block,L3MBTL1 inh,Tau fluor cs,TRb-SRC2 inh,aGal spleen mod
COc1ccccc1C1(CCN=Cc2ccc(N(C)C)cc2)CCOC(C)(C)C1 (stereo unspecified),14%,-2%,-1%,x,10%,4%,0%,4%
CC(Sc1nnc(COc2ccccc2)n1Cc1ccccc1)C(=O)O (stereo unspecified),3%,0%,-3%,3%,17%,-3%,-4%,-12%
N#CCOC(=O)/C=C/c1ccc2c(c1)OCO2,2%,-1%,-17%,u,x,-6%,-3%,-5%
Fc1ccc2c(c1)NC(c1ccncc1)=NC(c1cccs1)=N2,6%,0%,u,x,x,-22%,-1%,x
COC(=O)CCCC1=CC2=CC(=O)C(C)(O)C(=O)C2=CO1 (stereo unspecified),4%,0%,-1%,-6%,x,-6%,-5%,-13%
CN(C)CCNC(=O)CCCNC(=O)Cn1cnc2sc3c(c2c1=O)CCCC3,-1%,-1%,-9%,20%,x,-2%,-8%,2%
CCC(=O)Nc1cccc(SC)c1,8%,-2%,-2%,13%,-6%,4%,1%,0%
O=C(Cc1cccs1)NC1CC(=O)N(c2cccc(F)c2)C1 (stereo unspecified),-7%,-1%,-4%,x,x,-8%,2%,x
COc1ccc(OC)c(-n2c(-c3cc(-c4ccco4)[nH]n3)n[nH]c2=S)c1,3%,-2%,1%,3%,-4%,10%[2.34 µM],0%,-9%
N/C(=N\OC(=O)Cc1cccs1)c1cccc([N+](=O)[O-])c1,2%,-2%[53 µM],-4%,-9%,-1%,-22%,-5%[53 µM],-1%
Cc1ccsc1C(=O)NC(C)c1ccc2c(c1)OCO2 (stereo unspecified),-2%,-1%,-5%,10%,17%,-2%,-2%,-1%
CN(C)CC(C)(C)NS(=O)(=O)c1ccc(Cl)cc1,3%,-3%,1%,3%,3%,8%,0%,-1%
c1cc2c3c(c1)c1c(n3CCNC2)CCCC1,7%,-2%,u,5%,x,-15%,-4%,-1%
CCN(CC)S(=O)(=O)c1ccc(C)c(NC(=S)N2CCN(C/C=C/c3ccccc3)CC2)c1,-5%,0%,-13%,u,u,-26%,-1%,0%
Cc1ccc(-c2noc(CC(c3ccccc3)c3ccccc3)n2)cc1,-13%,-3%,-10%,-4%,x,-13%,-11%,-3%
CCOc1cc(N2CCOCC2)c(OCC)cc1NC(=O)c1ccccc1,10%,-2%,-3%,u,u,-9%,5%,0%
COc1cccc(C(=O)Nc2c(C)n[nH]c2C)c1,-10%,-3%,6%,-8%,x,11%,4%,1%
COC(=O)C1=C(C(=O)OC)[C@@H]2Nc3ccccc3[C@@]23C[C@@H](C(=O)OC)N=C3N1,-5%[11.6 µM],-5%[11.2 µM],7%[11.5 µM],13%[13.5 µM],x,4%[11.6 µM],0%[11.2 µM],-12%[17.5 µM]
COC(=O)CCCC1=CC2=C(c3ccccc3)C(=O)C(C)(OC(=O)C3CCCC3)C(=O)C2=CN1C1CCCC1 (stereo unspecified),-4%[11.6 µM],-1%[11.2 µM],u,u,x,-3%[11.6 µM],4%[11.2 µM],-7%[17.5 µM]
Cc1cccc(NC(=O)c2ccc(CN3CCN(Cc4ccccc4)CC3)cc2)c1,-10%,-2%,-17%,u,-8%,u,-4%,5%
Cc1ccc2cccc(NC3OC(=O)c4ccccc43)c2n1 (stereo unspecified),-5%,-1%,-15%,4%,7%,-3%,0%,6%
C/C(=N\NC(=O)c1ccccc1)c1ccccc1Br,1%,-1%[53 µM],1%,0%,4%,5%,-4%[53 µM],-5%
Cc1ccc(-c2ccc(=O)n(CC(=O)Nc3ccc(F)c(Cl)c3)n2)cc1C,u,6%,u,x,x,-15%,-7%,x
COc1ccc(N2C(=O)C(Cl)=C(NCc3ccccc3)C2=O)cc1,-17%,-1%,u,-8%,x,u,7%,-1%
CC(C)NC(=O)Cn1cnc2c1c(=O)n(C)c(=O)n2C,-1%,-5%,6%,-2%,x,9%,-3%,6%
# Next part.
SMILES,Tau FP inhib,TR SRC2 fluor cs,Tau fibril ThT,ALDH1A1 block,L3MBTL1 inh,Tau fluor cs,TRb-SRC2 inh,aGal spleen mod
COc1ccc(-c2nc3c(n2O)CCc2c-3no[n+]2[O-])cc1,-3%,-3%,x,x,x,5%,2%,-10%
CC(C)S(=O)(=O)c1ccc(C(=O)Nc2ccc(F)cc2F)cn1,-3%,-1%,-3%,3%,9%,-4%,-1%,2%
CCn1c2ccccc2c2cc(/C(C)=N/O)ccc21,-10%,-1%,u,-1%,-2%,u,-1%,-2%
O=C(CSc1ccc2ccccc2c1)NC1CCCc2ccccc21 (stereo unspecified),2%,-3%,-12%,-9%,7%,-14%,1%,3%
O=C(CCN1C(=O)S/C(=C/c2ccc(Cl)cc2)C1=O)N1CCOCC1,8%,-1%,-2%,5%,9%,0%,1%,-8%
CC(=O)N1N=C(c2cccc(NS(C)(=O)=O)c2)CC1c1cccs1 (stereo unspecified),4%,-2%,0%,u,4%,2%,3%,-1%
O=c1c2ccccc2nc2c3ccccc3ncn12,-5%,-1%,-7%,-12%,-1%,-11%,4%,1%
Cc1noc(C)c1S(=O)(=O)N1CCC(C(=O)N2CCN(c3ccccc3)CC2)CC1,-1%,-1%,-5%,x,x,-6%,-5%,x
Cc1ccc(NC(=O)OCc2cc(-c3ccccc3)on2)cc1,-13%,1%,-10%,2%,3%,-24%,3%,-2%
O=C(NCS(=O)(=O)c1ccccc1)c1ccccc1,-16%,-1%,u,1%,-1%,-6%,0%,1%
CCOC(=O)c1cc(-c2ccccc2)sc1NC(=O)CN1C(=O)NC(CC)(c2ccccc2)C1=O (stereo unspecified),-9%,3%,-17%,-1%,x,-26%,-10%,-12%
COc1cc2c(C)nc3c(cnn3-c3ccccc3)c2cc1OC,-11%,-3%,u,u,-1%,u,1%,3%
